P. falciparum M17LAP: P. falciparum M17LAP inhibitors, primary screen, biochemical, fluorogenic H-Leu-NHMec substrate, 1536-well (AID 1619); recombinant M17LAP, H-Leu-NHMec fluorogenic kinetic assay; higher % means a stronger effect; inhibition, % at 30 µM; hits with a dose series show IC50 in µM; actives 0.38% (n = 220,000);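 active means compound inhibiting the enzyme by more than half at any dose during confirmatory dose-response retesting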;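 further: plate controls were full reaction with DMSO carrier for no effect and no enzyme background for full effect; strong numbers were not always called active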
West Nile antiviral: inhibition of WNV-induced cytopathic effect – cell-based, CPE readout (AID 1621); CPE inhibition, % at 10 µM; hits with a dose series show IC50 in µM; actives 0.02% (n = 290,000); West Nile virus-infected cells, CPE inhibition; higher % means a stronger effect; in the data active means a potency from the dose series; further: strong numbers were not always called active
human PMI inhibition: MPI enzyme activity inhibition – biochemical, fluorescence intensity, coupled assay, primary screen (AID 1209); purified PMI enzyme, coupled fluorescence intensity; higher % means a stronger effect; inhibition, % at 20 µM; hits with a dose series show IC50 in µM; actives 0.42% (n = 190,000);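 further: plate controls were DMSO vehicle for no effect and wells lacking substrate for full effect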
PMI inhibition: MPI inhibition at elevated mannose 6-phosphate – biochemical, fluorescence intensity, high mannose 6-phosphate, primary screen (AID 1220); recombinant PMI enzyme, coupled fluorescence intensity; higher % means a stronger effect; inhibition, % at 20 µM, or IC50 in µM where a hit was titrated; actives 0.66% (n = 190,000)
K1F lysis inhibition: inhibition of K1F phage lysis, E. coli UTI89, bacterial capsule biogenesis inhibitors, alamar blue (AID 488966). E. coli UTI89 K1F phage lysis, alamar blue, 2 h; higher % means a stronger effect. one-dose inhibition, % at 100 µM; IC50 in µM for titrated hits. actives 0.02% (n = 340,000);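 active means phage lysis inhibition, versus mean bacterial control, above a set limit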;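 further: capsule biogenesis inhibitors block K1F phage lysis so surviving cells raise fluorescence; higher fluorescence means more inhibition of phage lysis; actives were called in the ten point dose series up to 300 µM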
TNAP activation fold: stimulation of alkaline phosphatase TNAP activity – biochemical, luminescent, no phosphate acceptor, uHTS, primary screen (AID 1001); purified TNAP, luminescent activation assay, no phosphate acceptor; higher activation fold means a stronger effect; actives 0.03% (n = 200,000); activation fold at 20 µM, or EC50 in µM where a hit was titrated; in the data active means activation fold from about 3, or a potency from the dose series; inactive means the rest, 99 in 100 with activation fold below about 1.6; further: many of its hits are not listed in these tables
T cell modulator: T cell immune modulation candidate | calls only at 7 µM | 2C CD8+ T cell-vesicle binding, flow cytometry; hits give low values | AID 2052 | actives 0.068% (n = 330,000);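 active means response, share of CD8 T cells binding vesicles, and their 90th percentile fluorescence all below set limits, cut at about 80% in these data, passing the limit was not always enough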
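Incubation: binding step 1.5 h, 37 °C, antibody labelling 20 min, ice; system: murine 2C transgenic CD8+ T lymphocytes; technique: cytometric PE anti-B7-1 and Alexa647 anti-CD8 signals after 1% paraformaldehyde fixation; also added: QL9-charged Drosophila Ld/ICAM-1/B7-1 vesicles; control set: naked versus QL9-loaded vesicles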
P. falciparum M1AAP: P. falciparum M1AAP inhibitors, biochemical, fluorogenic H-Leu-NHMec substrate, 1536-well (AID 1445) | recombinant M1AAP, H-Leu-NHMec fluorogenic kinetic assay; higher % means a stronger effect | actives 0.42% (n = 220,000) | one-dose inhibition, % at 30 µM; IC50 in µM for titrated hits;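 active means primary inhibition above the hit cutoff, then over 50% inhibition at one or more dose response concentrations, cut at about 23% in these data, passing the limit was not always enough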;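 further: plate controls were DMSO full reaction for no effect and no enzyme background for full effect; strong numbers were not always called active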
RSV CPE inhibition: inhibition of RSV-induced cytopathic effect – HEp-2 cells, primary 10 µM value included (AID 2391). HEp-2 cells, RSV-induced CPE inhibition; higher % means a stronger effect. actives 0.13% (n = 310,000). one-dose CPE inhibition, % at 10 µM; IC50 in µM for titrated hits; in the data active means a potency from the dose series; further: strong numbers were not always called active
T cell modulator vesicle-bound %: recorded beside T cell modulator, whose call it bears; double positive events, %; measured here: CD8+ vesicle-bound cell fraction;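 binding gate set so that unloaded-vesicle control wells show 10% double positive cells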
Active calls of the source: *; [ ] = dose if it differs, or a comment. Unless noted, no stated cut-off is given here; in the data, active means inhibition above about 50%; inactive means the rest.

For C=CCc1cccc2cc(C(=O)Nc3ccc(F)cc3)c(=O)oc12 the results were P. falciparum M17LAP -1%, West Nile antiviral 0.0%, human PMI inhibition 0%, PMI inhibition -9%, K1F lysis inhibition 0.2%, TNAP activation fold 1.1, T cell modulator inactive, P. falciparum M1AAP 3%, RSV CPE inhibition 1.4% and T cell modulator vesicle-bound % 39.
CC1(C)C2CCC1(C)C(OC(=O)CSc1nc(N)cc(=O)[nH]1)C2 (stereo not drawn) was read as P. falciparum M17LAP 1%, West Nile antiviral -0.2%, human PMI inhibition 5%, PMI inhibition 2%, K1F lysis inhibition -0.2%, TNAP activation fold 1, T cell modulator inactive, P. falciparum M1AAP 4%, RSV CPE inhibition 4.4% and T cell modulator vesicle-bound % 15.
Screening COc1cc2c(cc1OC)[C@H](C)N(C(=O)CSc1nc(O)c(C(C)C)c(=O)[nH]1)CC2 returned West Nile antiviral 0.0%, K1F lysis inhibition 4.5%, T cell modulator inactive, RSV CPE inhibition 0.7% and T cell modulator vesicle-bound % 55.
For CCCCC(CC)C(=O)NCCCN1CCN(CCCNC(=O)C(CC)CCCC)CC1 (stereo not drawn) the results were P. falciparum M17LAP -2%, West Nile antiviral 0.0%, human PMI inhibition 8%, PMI inhibition 10%, K1F lysis inhibition 4.7%, TNAP activation fold 1.2, T cell modulator inactive, P. falciparum M1AAP -1%, RSV CPE inhibition -1.8% and T cell modulator vesicle-bound % 23.
O=C1CN(C(=O)COC(=O)c2ccccc2O)c2ccccc2N1 was read as P. falciparum M17LAP 11%, West Nile antiviral 0.2%, K1F lysis inhibition 1.6%[50 µM], T cell modulator inactive, P. falciparum M1AAP 6%, RSV CPE inhibition 1.6% and T cell modulator vesicle-bound % 54.
S=c1nc(-c2ccccc2)oc2c1CCCC2 was read as P. falciparum M17LAP -12%, human PMI inhibition -2%, PMI inhibition 6%, K1F lysis inhibition -4.1%, TNAP activation fold 1, T cell modulator inactive, P. falciparum M1AAP 3%, RSV CPE inhibition 2.1% and T cell modulator vesicle-bound % 40.
c1ccc(-c2nnc3n2NC(c2ccc4c(c2)OCO4)S3)cc1 (stereo not drawn) was read as P. falciparum M17LAP 25%, West Nile antiviral 1.0%, human PMI inhibition 21%, PMI inhibition 15%, K1F lysis inhibition -0.6%, TNAP activation fold 1, T cell modulator inactive, P. falciparum M1AAP 4% and T cell modulator vesicle-bound % 24.
Screening CCC(C)(C)n1nnnc1CN(Cc1ccc(Cl)cc1)Cc1ccco1 returned P. falciparum M17LAP 9%, human PMI inhibition 24%, PMI inhibition 22%, K1F lysis inhibition 0.2%, TNAP activation fold 1, T cell modulator inactive, P. falciparum M1AAP 0%, RSV CPE inhibition 1.1% and T cell modulator vesicle-bound % 46.
Screening COC(=O)CN(C)C(=O)c1ccc(OC)c(OC2CCN(C(C)C)CC2)c1 returned West Nile antiviral -0.3%, K1F lysis inhibition 0.0%, T cell modulator inactive, RSV CPE inhibition -0.5% and T cell modulator vesicle-bound % 48.
CCc1ccccc1N(CC(=O)NC(C)c1ccccc1)S(C)(=O)=O (stereo not drawn) was read as West Nile antiviral 0.2%, K1F lysis inhibition 0.3%, T cell modulator inactive, RSV CPE inhibition 0.5% and T cell modulator vesicle-bound % 46.
Screening O=C(OC(C(=O)NC1CCCC1)c1ccccn1)c1cccs1 (stereo not drawn) returned P. falciparum M17LAP 1%, West Nile antiviral 0.3%, human PMI inhibition 1%, PMI inhibition 0%, K1F lysis inhibition 0.0%, TNAP activation fold 1.1, T cell modulator inactive, P. falciparum M1AAP 10%, RSV CPE inhibition 4.5% and T cell modulator vesicle-bound % 7.
Screening COc1ccc(N2C(N)=C(C#N)C(c3ccsc3)C3=C2CCCC3=O)c(OC)c1 (stereo not drawn) returned P. falciparum M17LAP 13%, West Nile antiviral -0.6%, human PMI inhibition 41%, PMI inhibition 62%*, K1F lysis inhibition 2.8%, TNAP activation fold 1.1, T cell modulator inactive, P. falciparum M1AAP 2%, RSV CPE inhibition 1.3% and T cell modulator vesicle-bound % 39.
`Cc1cccc(NC(=O)c2ccc(Cl)nc2)n1` gave West Nile antiviral 1.4%, K1F lysis inhibition 0.1%, T cell modulator inactive, RSV CPE inhibition 2.4% and T cell modulator vesicle-bound % 21.
O=c1sc2ccccc2c(N2CCOCC2)c1[N+](=O)[O-] was read as West Nile antiviral 0.3%, K1F lysis inhibition 0.0%, T cell modulator inactive, RSV CPE inhibition 0.6% and T cell modulator vesicle-bound % 60.
For CCC(C)NC(=O)c1cc(-c2ccccc2O)on1 (stereo not drawn) the results were P. falciparum M17LAP 9%, West Nile antiviral 0.1%, human PMI inhibition 7%, PMI inhibition 8%, K1F lysis inhibition 0.6%, TNAP activation fold 1.1, T cell modulator inactive, P. falciparum M1AAP 3%, RSV CPE inhibition 3.1% and T cell modulator vesicle-bound % 36.
For CC1(C)CC(=O)c2c(Cc3ccccc3)noc2C1 the results were P. falciparum M17LAP -3%, West Nile antiviral -0.4%, human PMI inhibition -11%, PMI inhibition -9%, K1F lysis inhibition 0.6%, TNAP activation fold 1, T cell modulator inactive, P. falciparum M1AAP 5%, RSV CPE inhibition 2.5% and T cell modulator vesicle-bound % 13.
`Cc1nc(Cl)sc1C(=O)O` gave P. falciparum M17LAP -10%, West Nile antiviral 0.7%, human PMI inhibition -3%, PMI inhibition -6%, K1F lysis inhibition -0.6%, TNAP activation fold 1, T cell modulator inactive, P. falciparum M1AAP 2%, RSV CPE inhibition 1.1% and T cell modulator vesicle-bound % 53.
Screening Cc1ccc(NC(=O)CSCc2cc(=O)n3ccsc3n2)cc1 returned West Nile antiviral 0.3%, K1F lysis inhibition 0.3%, T cell modulator inactive, RSV CPE inhibition -0.5% and T cell modulator vesicle-bound % 24.
For CCN(CC)Cc1c(O)ccc2c(=O)c(-c3ccccc3)coc12 the results were West Nile antiviral 0.0%, K1F lysis inhibition -0.7%, T cell modulator inactive, RSV CPE inhibition 1.1% and T cell modulator vesicle-bound % 4.
Screening O=C(c1cc(COc2c(F)cccc2F)on1)N1CCC(c2ccccc2F)C1 (stereo not drawn) returned P. falciparum M17LAP -1%, West Nile antiviral -0.5%, human PMI inhibition 13%, PMI inhibition 14%, K1F lysis inhibition -0.2%, TNAP activation fold 1.1, T cell modulator inactive, P. falciparum M1AAP 1%, RSV CPE inhibition 15% and T cell modulator vesicle-bound % 46.
Screening Cc1ccc(-n2nc(C)c(/C=N/NC(=O)c3cccnc3)c2Cl)cc1 returned P. falciparum M17LAP 2%, West Nile antiviral 0.1%, human PMI inhibition 9%, PMI inhibition 16%, K1F lysis inhibition 0.2%, TNAP activation fold 1, T cell modulator inactive, P. falciparum M1AAP 7%, RSV CPE inhibition 7.8% and T cell modulator vesicle-bound % 40.
Screening CC(C)(C)N1NC(=O)Nc2ccccc2C1=O returned P. falciparum M17LAP -1%, West Nile antiviral -0.2%, human PMI inhibition 14%, PMI inhibition -1%, K1F lysis inhibition 1.8%, TNAP activation fold 1.1, T cell modulator inactive, P. falciparum M1AAP -5%, RSV CPE inhibition 0.9% and T cell modulator vesicle-bound % 26.
Screening COc1ccccc1C(=O)COC(=O)c1ccc(N(C)C)cc1 returned P. falciparum M17LAP -2%, West Nile antiviral 0.4%, human PMI inhibition -4%, PMI inhibition 1%, K1F lysis inhibition -0.4%, TNAP activation fold 1.2, T cell modulator inactive, P. falciparum M1AAP -2%, RSV CPE inhibition 3.7% and T cell modulator vesicle-bound % 15.
`CCn1c(=S)[nH]c2nc3c(cc2c1=O)CCCC3` gave P. falciparum M17LAP 19%, West Nile antiviral -0.9%, human PMI inhibition -3%, PMI inhibition -5%, K1F lysis inhibition -0.1%, TNAP activation fold 1, T cell modulator inactive, P. falciparum M1AAP 10%, RSV CPE inhibition 13% and T cell modulator vesicle-bound % 30.
COc1ccc(-c2nc(SCC(=O)NC3CCCCC3)n[nH]2)cc1 was read as West Nile antiviral -0.4%, K1F lysis inhibition -0.3%, T cell modulator inactive, RSV CPE inhibition 5.5% and T cell modulator vesicle-bound % 42.
CCCS(=O)(=O)N1CCCC(C(=O)NCc2ccco2)C1 (stereo not drawn) was read as P. falciparum M17LAP -8%, West Nile antiviral 0.4%, human PMI inhibition -6%, PMI inhibition -2%, K1F lysis inhibition 0.2%, TNAP activation fold 1.1, T cell modulator inactive, P. falciparum M1AAP 3%, RSV CPE inhibition 2.3% and T cell modulator vesicle-bound % 34.
`COc1cc2c(cc1NCc1ccc3c(c1)OCO3)oc1ccccc12` gave P. falciparum M17LAP -3%, West Nile antiviral 0.2%, human PMI inhibition 22%, PMI inhibition 32%, K1F lysis inhibition 0.7%, TNAP activation fold 1, T cell modulator inactive, P. falciparum M1AAP 9%, RSV CPE inhibition 7.3% and T cell modulator vesicle-bound % 29.
C1CCN(C2CCN(c3nc4nonc4nc3N3CCSCC3)CC2)C1 was read as P. falciparum M17LAP 14%, West Nile antiviral 0.7%, human PMI inhibition 7%, PMI inhibition 1%, K1F lysis inhibition -0.1%, TNAP activation fold 1.1, T cell modulator inactive, P. falciparum M1AAP 18%, RSV CPE inhibition 2.2% and T cell modulator vesicle-bound % 23.
Screening Cn1c(=O)oc2cc(S(=O)(=O)NCc3ccc(C(=O)O)cc3)ccc21 returned P. falciparum M17LAP 4%, West Nile antiviral 0.2%, K1F lysis inhibition 0.0%, T cell modulator inactive, P. falciparum M1AAP 0%, RSV CPE inhibition -0.4% and T cell modulator vesicle-bound % 26.
`COc1ccc(N(CC(=O)NCc2ccccc2)C(=O)CCC(=O)Nc2cc(C)ccn2)c(OC)c1` gave P. falciparum M17LAP 9%, West Nile antiviral 0.0%, K1F lysis inhibition 0.1%, T cell modulator inactive, P. falciparum M1AAP 0%, RSV CPE inhibition 4.2% and T cell modulator vesicle-bound % 34.
`Cc1nn2c(-c3ccccc3)nnc2c2ccccc12` gave P. falciparum M17LAP -3%, West Nile antiviral 0.8%, human PMI inhibition 2%, PMI inhibition 2%, K1F lysis inhibition -0.5%, TNAP activation fold 1.1, T cell modulator inactive, P. falciparum M1AAP 5%, RSV CPE inhibition -0.9% and T cell modulator vesicle-bound % 5.
COC(C[C@@H](O)CC(=O)COCc1ccccc1)OC was read as P. falciparum M17LAP -2%, West Nile antiviral -0.3%, K1F lysis inhibition 1.4% and P. falciparum M1AAP -1%.

Assay outcomes (PubChem BioAssay)
